Assay outcomes as filed in PubChem.
Pf growth 96h: inhibits malaria parasite growth, 96 h; 320,000 tested, 6.9% active; Potency, µM (highest dose often 28.7 µM), inactives show at the top dose activity change, negative = inhibition, actives largely listed as inhibitors; AID 504834; P. falciparum luciferase reporter growth, 96 h
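Cell-based qHTS: luciferase-tagged P. falciparum in erythrocytes (2% hematocrit, 0.05% parasitemia final) incubated with compounds for 96 hours, 37 C, 5% CO2; luciferase detection reagent then added and luminescence measured.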
TbPYK inhibitor: T. brucei pyruvate kinase inhibition; Q57TT1; TbPYK enzyme, Kinase-Glo Plus ATP luminescence, 45 min; Potency, µM (highest dose often 76.8 µM), without a hit: at the highest dose activity, negative = inhibition, most hits filed as inhibitors; 410,000 tested, 0.12% active; AID 624173; further: nearly all actives have a fitted effect of over 50% in size
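Quantitative HTS: titrated library compounds versus trypanosomal pyruvate kinase in TEA buffer (pH 7.2) containing KCl, MgCl2, BSA and Tween-20. Reactions were initiated with ADP, 130 uM final. Kinase-Glo Plus luminescence was read after 45 min at RT.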
Pf growth 48h: P. falciparum growth inhibition at 48 hours (one generation) | P. falciparum luciferase growth in erythrocytes, 48 h | Potency, µM (doses to about 28.7 µM), without a hit: at the highest dose activity change, negative = inhibition, usual class: inhibitors | 310,000 tested, 5.9% active | AID 504832
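Luciferase-expressing parasites in RBCs, 2% Hct / 0.1% parasitemia final; RPMI 1640 + 0.5% Albumax; 37 C, 5% CO2, one generation; luminescence read-out, lower signal = inhibition.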
HCV inh: blocks hepatitis C virus; Huh7.5.1 HCVcc-Cre infection, luciferase reporter, 44 h; Potency, µM (series often up to 41.8 µM), inactives show top-dose activity change, negative = inhibition, usual class: inhibitors; 340,000 tested, 3.4% active
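Infectious HCV cell culture screen: compound-treated cells (1,000/well, pre-plated 4 h) are infected with HCVcc-Cre at roughly 0.5 moi and grown 44 h. Infection is quantified by luciferase signal after 15 min substrate incubation at room temperature.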
LmPK inhibitor: blocks Leishmania mexicana pyruvate kinase activity. Q27686. 290,000 tested, 0.37% active. purified LmPK, Kinase-Glo ATP luminescence, 1 h. Potency, µM (doses to about 57.5 µM), for the others: at the highest dose activity change, negative = inhibition, actives largely listed as inhibitors. AID 1721
Target sequence (Q27686 whole entry, looked up): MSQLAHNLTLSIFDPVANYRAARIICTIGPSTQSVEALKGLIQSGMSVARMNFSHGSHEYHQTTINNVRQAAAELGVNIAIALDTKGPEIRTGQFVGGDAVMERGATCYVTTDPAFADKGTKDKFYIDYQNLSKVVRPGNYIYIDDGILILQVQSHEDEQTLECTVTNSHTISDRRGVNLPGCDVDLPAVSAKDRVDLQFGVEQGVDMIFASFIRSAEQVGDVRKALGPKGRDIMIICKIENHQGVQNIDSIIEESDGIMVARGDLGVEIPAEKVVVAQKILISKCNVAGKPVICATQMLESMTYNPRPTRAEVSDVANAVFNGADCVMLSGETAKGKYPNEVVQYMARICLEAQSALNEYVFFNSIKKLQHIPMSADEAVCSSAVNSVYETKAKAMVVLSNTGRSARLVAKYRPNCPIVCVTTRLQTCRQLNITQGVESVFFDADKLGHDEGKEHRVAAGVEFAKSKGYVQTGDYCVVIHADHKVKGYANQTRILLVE
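ATP generated from ADP (0.1 mM) and PEP (0.5 mM) by 0.1 nM LmPK over 1 h at room temperature (pH 7.2 imidazole buffer) was detected by coupled luciferase luminescence. Values were normalized to uninhibited and no-enzyme wells.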
Sm TGR inh: inhibitors of Schistosoma mansoni thioredoxin glutathione reductase. Q962Y6. purified TGR, DTNB reduction, TNB absorbance 405 nm. Potency, µM (doses to about 114 µM), without a hit: at the highest dose activity change, negative = inhibition, usual class: inhibitors. 360,000 tested, 3% active. AID 485364; further: nearly all actives have a fitted effect of over 60% in size
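First, TGR (20 nM dispensed) and NADPH were mixed with compound. Second, a 15 min room-temperature incubation followed. Third, further NADPH and then DTNB were added to start the reaction. Finally, TNB absorbance was monitored kinetically.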
* marks the source's active call; other numbers are inactive results; ? = inconclusive; · = not tested or not shown; & = joins results of further samples; [ ] = dose if it differs, or a comment. The call rests on the fitted dose curve; in most records, active means well fitted curve in the direction sought with a large enough effect; inconclusive means small, poorly fitted or top-dose-only effect, or another doubt; inactive means no such curve, though single readings can be large; an effect the other way counts as inactive or inconclusive. On the % scale 0 is the no-effect control and ±100 the full control effect; potency means the concentration at half of the fitted maximal effect. Compounds as they come. Share with any hit: about 16%.

SMILES	Pf growth 96h	TbPYK inhibitor	Pf growth 48h	HCV inh	LmPK inhibitor	Sm TGR inh
Cc1nc(N2CCOCC2)c2c3c(sc2n1)CCC3	?	2%	10µM*	?	-3%	2%
Cc1c(NC(NC(=O)CC(C)C)C(Cl)(Cl)Cl)c(=O)n(-c2ccccc2)n1C (stereo unspecified)	·	-1%	0%	14%	6%	-17%
CN(C(=O)c1cc([N+](=O)[O-])ccc1NCc1cccnc1)c1ccccc1	?	3%	-18%	1%	-4%	-24%
O=C(NNS(=O)(=O)c1ccc(F)c(Cl)c1)c1cccc(S(=O)(=O)N2CCOCC2)c1	33%[activator]	-25%	20%	7%	1%	-3%
Cc1cc(C(=O)NNC(=O)c2ccccc2F)c2ccccc2n1	-6%	0%	-5%	-6%	·	-6%
COc1cc(-c2nnc(SCC(=O)c3ccccc3)o2)cc(OC)c1OC	11%	5%	4%	-11%	5%	-22%
CC(C)C(=O)NC(Oc1ccccc1Cl)C(Cl)(Cl)Cl (stereo unspecified)	13%	-2%	-2%	3%	10%	25µM*
CCN(CC)S(=O)(=O)c1ccc(N2CCN(C)CC2)c(NC(=O)COc2ccc(F)cc2Cl)c1	?	1%	10µM*	?	·	-14%
O=S(=O)(c1ccccc1)c1nc(-c2ccccc2)oc1NCCCN1CCOCC1	-4%	1%	?	-18%	1%	-7%
CC(C)CCC[C@@H](C)[C@H]1CC[C@H]2[C@@H]3C(=O)C=C4C[C@@H](O)CC[C@]4(C)[C@H]3CC[C@]12C	14%	6%	8%	14%&11%	·	-5%
CC(C)NC(=O)CCCC(=O)NC(C)C	24%	2%	11%	-14%	-1%	-7%
C[C@@H](C(=O)N1CCN(C(=O)OC(C)(C)C)CC1)n1cc(-c2cn([C@@H](C)C(=O)N3CCN(C(=O)OC(C)(C)C)CC3)nn2)nn1	71%[activator]	·	37%[activator]	·	-2%	13%
Cc1nnc(Nc2ccc(S(N)(=O)=O)cc2)c2ccccc12	?	0%	1%	0%	-4%	11%
CC(=O)Nc1ccc(S(=O)(=O)NCC2CCC(C(=O)NC3CCCCCC3)CC2)cc1 (stereo unspecified)	-21%	2%	-25%	10%	2%	-2%
CC(CNC(=O)CN1C(=O)C(=O)N(C2CCCC2)C1=O)c1ccccc1 (stereo unspecified)	?	1%	-23%	-1%	·	-8%
O=C(c1ccncc1)N1CCN(C(=O)c2ccncc2)CC1	·	0%	22%	1%	-2%	-2%
CCN(C(=O)COC(=O)c1cnc(C)cn1)c1c(N)n(Cc2ccccc2)c(=O)[nH]c1=O	6%	3%	-3%	5%	·	-18%
O=C1NCN(CCO)CN1	93%[activator]	-7%	29%	-6%	-2%	0%
CC(=O)NC(CC(=O)OCC(=O)Nc1ccc2c(c1)OCO2)c1ccccc1 (stereo unspecified)	21%	4%	20%	9%	0%	0%
CC(=O)[C@@H]1[C@@H](C)N(Cc2ccccc2)C(=O)N[C@H]1c1cccc(C(F)(F)F)c1	37%[activator]	5%	?	?	0%[11.5 µM]	?
Cc1cc(OC(C)C)nc(NCc2ccccc2)n1	?	-2%	55%[activator]	?	-7%	0%
CC1CN(C(=O)COC(=O)c2ccc(Cl)nc2)CC(C)O1 (stereo unspecified)	8%	2%	3%	3%	2%	4%
O=c1nc(/C=C/c2cccn2-c2ccc([N+](=O)[O-])cc2)cc(C(F)(F)F)[nH]1	?	-7%	11%	-5%	10%	-1%
O=C(/C=C/c1ccccc1Cl)Nc1ccncc1	34%[activator]	-4%	37%[activator]	-11%	-8%	7%

Complete entries from above. Order of screens: Pf growth 96h | TbPYK inhibitor | Pf growth 48h | HCV inh | LmPK inhibitor | Sm TGR inh
O=C(c1ccncc1)N1CCN(C(=O)c2ccncc2)CC1 reads · | 0% | 22% | 1% | -2% | -2%
O=S(=O)(c1ccccc1)c1nc(-c2ccccc2)oc1NCCCN1CCOCC1 reads -4% | 1% | ? | -18% | 1% | -7%
Cc1nc(N2CCOCC2)c2c3c(sc2n1)CCC3 reads ? | 2% | 10µM* | ? | -3% | 2%

Continued:
SMILES	Pf growth 96h	TbPYK inhibitor	Pf growth 48h	HCV inh	LmPK inhibitor	Sm TGR inh
O=C(N/N=C\c1ccccn1)C1c2ccccc2Oc2ccccc21	23%	5%	?	-5%	4%	4%
CCOC(=O)Cn1c(=NC(=O)CSC(C)=O)sc2ccccc21	-3%	-3%	1%	0%	2%	-6%
Nc1cc(=O)[nH]n1C1CCN(c2ccccc2)CC1	-21%	-8%	2%	-19%	5%	?
COC(=O)c1sccc1NC(=O)c1c(C)noc1C	?	2%	68%[activator]	8%	-2%	-3%
COc1ccc(NC(=O)CN(C)C(=O)CN2C(=O)c3ccc([N+](=O)[O-])cc3C2=O)cc1	35%[activator]	-13%	105%[activator]	·	-3%	-9%
CCC1=NN2C(=N)/C(=C/c3ccc(OS(=O)(=O)c4ccc(C)cc4)c(OC)c3)C(=O)N=C2S1	9%	-3%	-2%	1%	-9%	1%
COc1cc(NC(=O)CSCc2ccc(Cl)cc2Cl)c(C(=O)O)cc1OC	14%	-2%	16%	-1%	2%	-20%
CC(O)CNCCCOc1cccc(C(F)(F)F)c1 (stereo unspecified)	?	16%	4%	-10%	0%	·
Cc1cc(C)c2nc3nc(C)c(C)cc3c(N)c2c1	?	0%	4.1µM*	-30%	0%	·
CCCCOc1ccc(-c2nnn(CCC(=O)N3CCOCC3)n2)cc1	9.3µM*	-11%	67%[activator]	-29%	-3%	2%
COc1cc2cc(CN(CCO)S(=O)(=O)c3ccccc3Cl)c(=O)[nH]c2cc1OC	-4%	1%	?	-14%	0%	-1%
CC(C)(O)c1ccccc1CC[C@H](SCC1(CC(=O)O)CC1)c1cccc(/C=C/c2ccc3ccc(Cl)cc3n2)c1	-16%	11%	-8%	·	·	·

Ordered by SMILES length (ascending): six of the compounds above
SMILES	Pf growth 96h	TbPYK inhibitor	Pf growth 48h	HCV inh	LmPK inhibitor	Sm TGR inh
Nc1cc(=O)[nH]n1C1CCN(c2ccccc2)CC1	-21%	-8%	2%	-19%	5%	?
O=C(N/N=C\c1ccccn1)C1c2ccccc2Oc2ccccc21	23%	5%	?	-5%	4%	4%
COc1cc(NC(=O)CSCc2ccc(Cl)cc2Cl)c(C(=O)O)cc1OC	14%	-2%	16%	-1%	2%	-20%
COc1ccc(NC(=O)CN(C)C(=O)CN2C(=O)c3ccc([N+](=O)[O-])cc3C2=O)cc1	35%[activator]	-13%	105%[activator]	·	-3%	-9%
CCC1=NN2C(=N)/C(=C/c3ccc(OS(=O)(=O)c4ccc(C)cc4)c(OC)c3)C(=O)N=C2S1	9%	-3%	-2%	1%	-9%	1%
CC(C)(O)c1ccccc1CC[C@H](SCC1(CC(=O)O)CC1)c1cccc(/C=C/c2ccc3ccc(Cl)cc3n2)c1	-16%	11%	-8%	·	·	·

Other results.
SMILES	Pf growth 96h	TbPYK inhibitor	Pf growth 48h	HCV inh	LmPK inhibitor	Sm TGR inh
CCC(CC)c1nnc(NC(=O)CCS(=O)(=O)Cc2ccccc2)s1	?	-5%	0%	17%	1%	-21%
Cc1[nH]c(=O)[nH]c(=O)c1S(=O)(=O)N(C)Cc1ccccc1	?	1%	·	7%	0%	1%
Cc1nn(C(=O)c2ccco2)c(C)c1Sc1ccc(Cl)cc1	-1%	0%	3%	8%	-3%	0%
CCN1CCN(c2nc3c(c(=O)[nH]c(=O)n3C)n2Cc2ccccc2F)CC1	31%[activator]	0%	3%	7%	-5%	4%
CCCCNC(=S)N(C)/N=C/c1ccc(OCC(=O)Nc2c(C)cc(C)cc2C)c(OC)c1	?	0%	?	?	-2%	-9%
COC(=O)COc1ccc(NS(=O)(=O)c2cccc([N+](=O)[O-])c2)cc1	44%[activator]	-4%	10%	3%	2%	18%
O=C(Nc1ccccc1N1CCOCC1)c1cc(=O)[nH]c2ccccc12	-19%	0%	?	3%	·	-17%
Cc1ccc(OCc2cc(C(=O)N3CC4C[C@@H]5CC3C[C@H](C4)C5)no2)cc1C	32%[activator]	7%	-16%	?	-2%	-11%
COc1ccc(OC)c(NC(=O)COc2ccc(S(=O)(=O)NC(C)C)cc2)c1	62%[activator]	5%	-21%	?	10%	1%
CCOc1ccc(NC(=O)CSc2ncnc3c2sc2ccccc23)cc1	26%	2%&6%	15%	-6%	3%	4%&-16%
Fc1ccc(Oc2nc(-c3ccccc3)nnc2C(F)(F)F)cc1	-6%	0%	1%	16%	-5%	-2%
CSc1ccc(S(=O)(=O)NCc2ccccc2C)cc1	?	-3%	12%	14%	-6%	8%[57.1 µM]
Cc1ccc(C)c(NC(=O)CNC(=O)N2CC(=O)Nc3ccccc32)c1	40%[activator]	2%	32%[activator]	18%	4%	-5%
O=C(CN1C(=O)S/C(=C\c2ccc(C(=O)O)cc2)C1=O)Nc1ccccc1	-2%	10%	26%	14%	-8%	-1%
CC(C)(C)NC(=O)C(c1cccs1)N(Cc1ccco1)C(=O)c1csnn1 (stereo unspecified)	-26%	-12%	-25%	10%	-4%	?
CCCCCCCCCC(=O)N1CCN(c2cc3c(cc2F)c(=O)c(C(=O)O)cn3CC)CC1	?	2%	?	8%	9%	-15%
COC(=O)c1cc(NC(=O)c2c(-c3ccccc3)noc2C)ccc1N1CCOCC1	2%	-7%	15%	27%	-5%	-3%
Cc1cccc(C)c1OCC(O)Cn1ccnc1C (stereo unspecified)	7%	1%	·	-10%	8%	0%
CCCNC(=O)CCC(=O)Nc1ncc(-c2ccc(C)cc2)n1C	8%	4%	45%[activator]	10%	-7%	1%
CCN(CC)S(=O)(=O)c1cnccc1N1CCN(c2cccc(Cl)c2)CC1	2.9µM*	-10%	3.3µM*	-18%	0%	2%
CC(=O)N1CCN(c2cc3c(cc2F)c(=O)c(C(=O)O)cn3C2CC2)CC1	-89%[5.75 µM]	-3%	?	15%	0%	3%
